# mABHD4 FP = inhibitors of mouse ABHD4. Q8VD66. purified mABHD4, FP-Rh probe fluorescence polarization. inhibition, % at 8.92 µM. hit rate 0.54% among 370,000. AID 720543;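 active means inhibition exceeding the mean over every tested compound plus 3 SD, cut at about 30% in these data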;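 further: 0% = plate median of compound wells and 100% = S159A mutant with DMSO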
# Target sequence (Q8VD66 whole entry, looked up): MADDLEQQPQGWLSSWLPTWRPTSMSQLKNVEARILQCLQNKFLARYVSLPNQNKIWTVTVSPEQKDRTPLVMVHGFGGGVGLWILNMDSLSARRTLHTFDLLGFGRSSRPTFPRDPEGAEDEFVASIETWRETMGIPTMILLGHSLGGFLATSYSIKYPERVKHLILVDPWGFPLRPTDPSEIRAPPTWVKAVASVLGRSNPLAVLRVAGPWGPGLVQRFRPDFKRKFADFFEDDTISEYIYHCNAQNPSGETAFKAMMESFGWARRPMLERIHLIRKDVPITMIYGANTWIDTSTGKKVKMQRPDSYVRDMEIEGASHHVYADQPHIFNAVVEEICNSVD
#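 Assay system: wild-type mouse ABHD4 protein; compound: single nominal dose of 8.92 µM, 0.89% DMSO final; schedule: 45 min + 60 min at 25 °C; measured by: FP readout, ex 525 nm / em 598 nm; evaluation: % inhibition of FP-Rh probe binding versus controls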
# GC-A act = GC-A (human) enzyme activation. P16066. HEK293 GC-A cells, cGMP TR-FRET, EC30 ANP; 0% at EC30 ANP, 100% saturating ANP. activation, % at 10 µM. hit rate 0.14% among 370,000. AID 1671463; in the data active means activation above about 40%
# Rev-erbA mod = Rev-erb alpha (human) modulation; activity, % at 10 µM; Rev-erbα–FITC-DNA binding, fluorescence polarization, 90 min; hit rate 0.79% among 370,000; P20393;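 active means activity above about 14%, limit read from the data; passing the limit was not always enough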;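 further: 0% = DMSO wells with 35 nM protein and 100% = DMSO wells with 750 nM protein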
# rCAG binder = r(CAG) repeat RNA binding. inhibition, % at 3 µM. hit rate 1.3% among 370,000. AID 651821. TO-PRO-1 dye displacement fluorescence;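 active means inhibition above the plate cutoff, the mean of all test compounds on that plate plus 3 SD, cut at about 35% in these data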;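 further: 0% = DMSO alone and 100% = 100 µM mitoxantrone as full dye displacement; higher means more dye released from RNA so lower well fluorescence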
# HTRA1 inh = blocks human HTRA1 serine peptidase; Q92743; recombinant HTRA1, FP-rhodamine activity-based probe, fluorescence polarization; inhibition, % at 5.96 µM; hit rate 0.5% among 340,000; AID 504803; in the data active means inhibition above about 36%;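 further: 0% = enzyme with DMSO and 100% = wells lacking enzyme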
# Target sequence (Q92743 whole entry, looked up): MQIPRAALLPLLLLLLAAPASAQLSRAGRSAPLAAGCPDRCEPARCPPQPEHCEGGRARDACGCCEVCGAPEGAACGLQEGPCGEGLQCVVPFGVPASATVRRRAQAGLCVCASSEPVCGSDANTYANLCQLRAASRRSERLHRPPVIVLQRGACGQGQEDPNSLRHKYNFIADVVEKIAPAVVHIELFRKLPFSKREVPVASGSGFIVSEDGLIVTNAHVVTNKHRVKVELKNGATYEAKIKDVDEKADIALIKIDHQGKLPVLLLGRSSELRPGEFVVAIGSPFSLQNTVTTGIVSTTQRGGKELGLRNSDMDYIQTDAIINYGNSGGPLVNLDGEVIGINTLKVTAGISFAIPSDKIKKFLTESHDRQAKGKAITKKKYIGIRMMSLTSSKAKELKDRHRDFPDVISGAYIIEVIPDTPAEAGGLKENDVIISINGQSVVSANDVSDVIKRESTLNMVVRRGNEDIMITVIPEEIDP
# NPR2 activator = GC-B (human) receptor activation | HEK293-GC-B cells, CNP EC30, cGMP TR-FRET; 0% at EC30 CNP, 100% saturating CNP | hit rate 0.11% among 370,000 | activation, % at 10 µM | P20594 | AID 1920062;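 active means activation at 10 µM reaching about 35% in either raw or pattern-adjusted values, limit read from the data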
# PG9 Ab binder = binds the HIV-1 gp120 antibody PG9. TR-FRET gp120-PG9 antibody binding. inhibition, % at 6.7 µM. hit rate 0.43% among 360,000; in the data active means inhibition above about 8.5%
# ARFGAP1 inh = inhibits rat ARF GTPase activating protein 1; Q62848; Arfgap1-stimulated ARF1 GTP hydrolysis, GDP FP detection; inhibition, % at 16.5 µM; hit rate 0.26% among 360,000; AID 651572;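 active means inhibition above a per-plate limit, mean inhibition of low control wells plus 3 SD, cut at about 25% in these data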;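 further: 0% = DMSO wells with enzyme and 100% = wells lacking Arfgap1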
# Target sequence (Q62848 1-136 limits assumed): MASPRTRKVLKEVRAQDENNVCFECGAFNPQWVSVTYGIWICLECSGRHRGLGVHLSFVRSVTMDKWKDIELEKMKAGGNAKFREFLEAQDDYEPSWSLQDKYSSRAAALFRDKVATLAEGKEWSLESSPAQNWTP
#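 Assay system: purified rat His6-Arfgap1 residues 1-136 (GAP domain); Reagent: human Δ17 ARF1 bound to GTP; Dosing: 16.5 µM single point, 1.26% DMSO; Times: GTP hydrolysis reaction 2 h at 25 °C; Signal: FP, GDP Alexa 633 tracer displaced from anti-GDP antibody, 620/688 nm; Measure: % inhibition from polarization.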
# SMARCA2 activ = activators of SMARCA2 function; MG213 cells, MMTV-luciferase reporter, dexamethasone, overnight; activation, % at 9.1 µM; hit rate 1% among 370,000; in the data active means activation above about 7.8%;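 further: 0% = vehicle wells and 100% = reference activator wells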
# ASAP1 GAP inh = ASAP1 ArfGAP inhibition; Q9ULH1; ASAP1-stimulated ARF1 GTP hydrolysis, GDP FP detection; inhibition, % at 16.5 µM; hit rate 0.19% among 360,000; in the data active means inhibition above about 25%;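 further: 0% = vehicle with enzyme and substrate and 100% = no enzyme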
# Active calls of the source: *; x = not tested or not shown; & = joins results of further samples; ! = not confirmed by another sample.
SMILES	mABHD4 FP	GC-A act	Rev-erbA mod	rCAG binder	HTRA1 inh	NPR2 activator	PG9 Ab binder	ARFGAP1 inh	SMARCA2 activ	ASAP1 GAP inh
CC(CC(=O)NC1CCCC1)c1ccccc1 (configuration not stated)	-0.9	-4.3	-3.9	-3.0	-0.8	6.6	-0.1	-9.1	0.0	-2.7
Cc1cccc(C)c1NC1=C(Cl)C(=O)OC1OC(C)C (configuration not stated)	5.2	-1.3	5.0	-3.3	3.5	-1.3	-1.8	14.5	-0.8	1.5
O=C(c1ccc(=O)[nH]n1)N1CCN(S(=O)(=O)c2ccccc2F)CC1	0.1	0.5	-10.0	2.2	-0.4	3.7	-0.1	-3.2	-1.3	-3.0
O=C(Cn1cnc2c(cnn2-c2ccc(F)cc2)c1=O)N1CCN(c2ccccc2F)CC1	7.5	2.5	0.4	-2.3	3.5	2.3	1.3	12.8	-5.2	-1.8
C=C(C)c1cccc(C(C)(C)NC(=O)N2CCN(C)CC2)c1	3.4	-2.6	-6.3	-6.1	1.2	1.9	0.7	-6.6	-5.3	-11.3
CC1CC(C)CN(CCCNC(=O)CCNC(=O)Cn2ccc3ccccc3c2=O)C1 (configuration not stated)	1.3	1.4	2.4	-6.5	1.3	0.2	-2.5	-1.6	-3.0	-9.3
CC1C(=O)N(Cc2cn(CCC3OCCCO3)nn2)CCS(=O)(=O)N1Cc1ccc(-c2ccccc2)cc1 (configuration not stated)	3.8	16.2	0.4	3.3	-6.3	1.4	-1.9	8.5	-1.4	-0.8
CC(C)CC(=NNC(=O)c1ccncc1)c1cc(Cl)ccc1O	8.6	4.0	9.5	17.1	-2.8	-0.6	0.3	-1.9	-4.9	-5.6
OCCCNc1cc(-c2ccccc2)nc2cc(-c3ccc(F)cc3)nn12	-5.5	5.9	-3.1	10.5	-58.3	2.0	0.2	15.3	-4.9	0.2
CCOc1ncccc1C(=O)Nc1cc(S(=O)(=O)N2CCCCC2)ccc1OC	-5.4	-3.7	0.9	-0.1	-1.2	-3.1	-0.3	-10.9	4.6	-0.4
COc1ccc(C(=O)NCCS(=O)(=O)N2CCN(Cc3ccccc3)CC2)cc1	-2.2	0.1	-5.3	-3.7	-4.4	1.2	-1.8	-9.6	-2.7	-12.7
COc1cc(OC)cc(C(=O)NNC(=O)CN2C(=O)NC(C)(c3ccc(C)cc3)C2=O)c1 (configuration not stated)	-2.0	-1.8	2.9	-1.5	0.4	0.7	0.1	-5.5	-3.8	8.9
CCC(C)NC(=O)c1ccc(Cl)c(S(=O)(=O)Nc2ccccc2N2CCOCC2)c1 (configuration not stated)	-0.6	2.0	2.9	2.0	-8.8	11.3	-1.0	3.5	-0.2	-10.1
CC(NC(=O)CSc1nc(=O)cc(N)n1CCc1ccccc1)c1ccccc1 (configuration not stated)	-2.9	1.4	5.9	-5.2	4.5	0.1	-1.1	-12.4	-1.8	2.3
Nn1c(SCC(=O)Nc2nc3ccccc3s2)nncc1=O	9.1	2.2	-12.9	3.7	3.3	-5.0	0.1	1.2	-0.9	0.7
CCCCN(Cc1ccccc1)C(=O)C1CCN(S(=O)(=O)c2c(C)noc2C)CC1	-11.9	-2.6	-0.1	-1.4	-2.5	-4.1	-1.7	6.0	2.1	-10.2
O=C(COc1ccc(Cl)cc1Br)N1CCN(c2ncccn2)CC1	-4.0	2.3	4.8	-5.8	-1.7	-8.0	0.5	-3.2	-2.2	-2.0
Cc1ccccc1-n1c(SC(C)C(N)=O)nnc1-c1cccnc1 (configuration not stated)	-2.2	2.2	0.1	-3.8	3.0	2.1	-1.1	-1.1	-1.0	-11.3
COc1ccc(-n2c(SCC(=O)Nc3ccc4c(c3)OCO4)nnc2C(C)N2CCCCC2)cc1 (configuration not stated)	-0.7	-6.8	3.2	-3.7	-5.8	-1.1	1.1	9.4	-2.3	-4.1
CCCCNC(=O)CSc1nnc(Cc2ccc(Cl)c(Cl)c2)c(=O)[nH]1	1.2	0.2	-3.9	12.9	-8.8	-1.0	-0.6	-2.1	-2.0	-11.2
O=C(NCCS(=O)(=O)c1ccc(Br)cc1)c1ccccc1	4.9	0.4	-5.7	-0.5	7.7	0.7	0.0	1.6	0.6	7.7
Cc1ccc(S(=O)(=O)CCCS(=O)(=O)c2ccc(C)cc2)cc1	1.3	1.8	1.7	1.9	-2.4	3.0	2.3	-17.5	2.3	-13.2
COc1cc([N+](=O)[O-])ccc1NC(=O)C[n+]1cccc(C(C)=O)c1	1.7	4.6	-6.1	0.9	11.8	-2.8	-1.4	-2.5	4.1	-0.3
CN(C)S(=O)(=O)c1cccc(NC(=O)COC(=O)CCC(=O)c2cccs2)c1	1.0	-1.4	0.8	-1.9	-1.4	-2.2	-0.9	-1.6	-3.0	13.0

# Complete entries as entered above. Screens in order: mABHD4 FP, GC-A act, Rev-erbA mod, rCAG binder, HTRA1 inh, NPR2 activator, PG9 Ab binder, ARFGAP1 inh, SMARCA2 activ, ASAP1 GAP inh
# Record of `O=C(NCCS(=O)(=O)c1ccc(Br)cc1)c1ccccc1` → 4.9, 0.4, -5.7, -0.5, 7.7, 0.7, 0.0, 1.6, 0.6, 7.7
# Record of `COc1ccc(-n2c(SCC(=O)Nc3ccc4c(c3)OCO4)nnc2C(C)N2CCCCC2)cc1` (configuration not stated) → -0.7, -6.8, 3.2, -3.7, -5.8, -1.1, 1.1, 9.4, -2.3, -4.1
# Record of `COc1cc([N+](=O)[O-])ccc1NC(=O)C[n+]1cccc(C(C)=O)c1` → 1.7, 4.6, -6.1, 0.9, 11.8, -2.8, -1.4, -2.5, 4.1, -0.3

# The list continues.
# Order of results: mABHD4 FP, GC-A act, Rev-erbA mod, rCAG binder, HTRA1 inh, NPR2 activator, PG9 Ab binder, ARFGAP1 inh, SMARCA2 activ, ASAP1 GAP inh
> CC(=O)Nc1ccc(C(=O)Nc2nc(-c3cccnc3)cs2)cc1
    -2.9, -4.6, -9.0, 0.6, -6.2, 1.3, 4.6, 25.6*, -4.8, 28.9*
> COc1cccc(-c2c(C(=O)N/N=C(\C)c3ccncc3)nnn2-c2nonc2N)c1
    5.3, -0.9, -3.2, 3.5, -4.4, -2.4, 0.7, 5.3, 1.4, -1.6
> CCCOc1cccc(C2/C(=C(/O)c3ccc4c(c3)CC(C)O4)C(=O)C(=O)N2CCN2CCOCC2)c1 (configuration not stated)
    -3.8, 2.3, -2.2, 12.4, -4.1, -3.6, 5.4, 3.4, -2.9, 13.1
> CCOC(=O)CCNC(=O)CNC(=O)OCc1ccccc1
    1.4, 2.4, -3.2, -0.9, -5.0, 0.9, -0.3, 5.5, 0.4, 4.6
> CN(Cc1c(C(=O)N/N=C/c2ccc(F)cc2)nnn1-c1nonc1N)C1CCCCC1
    2.9, -4.9, -8.5, 1.3, -1.7, 3.7, 0.2, 1.4, -0.5, 13.3
> CN(c1ccccc1)S(=O)(=O)c1cccc(C(=O)Nc2ncn[nH]2)c1
    -4.2, 1.7, 1.4, 2.2, -2.3, -4.5, -1.0, -1.8, 6.5, 3.1
> CCCCOCC1CN(CCCC)S(=O)(=O)c2c(cccc2Sc2ccc(OC)c(OC)c2)O1 (configuration not stated)
    -9.6, -1.4, -2.0, 7.2, x, -0.8, -0.9, -14.2, -1.7, 9.6
> CCc1cc2cc(C)cc(C)c2[nH]c1=S
    0.1, 0.3, 9.2, -0.1, 1.5, 5.0, -0.5, -0.9, -2.2, 5.0
> O=C(Cn1cnc2c(nnn2Cc2ccc(Cl)cc2)c1=O)NC1CCCC1
    -1.7, 0.4, -1.4, -1.5, -1.1, -2.5, 2.9, 9.5, -3.2, 6.8
> CCc1noc(C)c1C(=O)N1CCN(c2cccc(Cl)c2)CC1
    -0.5, 2.1, 3.2, -0.1, 4.0, -1.2, -0.8, -2.7, 1.5, -1.3
> Cc1onc(-c2ccccc2Cl)c1C(=O)Nc1ccc(-n2nncc2C(C)(C)C)cc1
    8.6, -1.4, -5.0, -2.2, -5.5, -1.6, -1.2, -0.7, -3.3, -5.0
> O=[N+]([O-])c1nn(-c2ccc3c(c2)OCCO3)n(O)c1=NCc1ccccc1Cl
    4.2, 2.3, -4.6, -0.6, -5.4, -7.2, 0.7, -3.0, 3.1, 11.1
> NC(=O)C[C@@H]1NC(=O)c2cc([N+](=O)[O-])cc(F)c2NCCCC[C@@H](C(N)=O)NC(=O)[C@H](CO)NC1=O
    -10.5, 1.9, -0.3, 15.9, x, -1.2, -0.2, 3.5, 0.3, 13.4
> COc1ccc([C@H]2CN(c3ccc(OC)cc3)C(=O)[C@@H]2CC(=O)Nc2ccc(Br)cc2)cc1
    -9.0, 0.7, -2.9, 7.9, -45.8, 2.8, 1.2, -9.4, -2.0, 6.0
> COc1cc([N+](=O)[O-])ccc1NC(=S)NNC(=O)CCC(=O)Nc1ccccc1Cl
    8.2, 0.8, 4.5, 63.9*, 2.1, 0.8, -2.4, 0.6, -0.7, -9.5
> CSc1ncnc2c1ncn2CCCN(C)CCc1ccccn1
    0.7, 0.8, -0.5, 1.5, 2.9, -5.2, -0.3, 4.6, -1.8, -1.2
> COC(=O)c1ccc(CN2C(=O)NC3(CCC(C)CC3)C2=O)cc1 (configuration not stated)
    -1.3, -0.7, 1.8, 0.5, 1.4, 3.8, 1.9, -12.6, 1.0, -9.6
> C[C@H](NC(=O)[C@H](Cc1ccccc1)NC(=O)c1cc2cc(Cl)ccc2n1C)C(=O)O
    -8.6, 5.0, 0.2, 27.7, -2.9, 2.1, -0.7, 11.5, -1.5, -4.2
> O=C(NCc1ccccc1)c1[nH]c(C(F)(F)F)nc1-c1ccccc1
    4.8, 2.5, 10.0, 1.4, x, -0.8, 0.9, 3.7, -2.0, -1.0
> CC(=O)Nc1ccc(NC(=O)c2c(C)nn(-c3ccccc3)c2Cl)cc1C
    -0.6, 8.6, -1.8, -6.1, -3.6, 2.7, -0.4, 1.4, -1.6, 6.6
> COc1ccc(OC)c(NC(=O)c2cccc(NC(=O)c3ccccc3C(=O)O)c2)c1
    5.9, 2.3, 2.0, -0.1, -4.0, 0.5, -1.8, 0.4, -0.3, 2.5
> CC(C)OCCCNC(=O)C(NC(=O)c1ccc(Cl)cc1)C(C)C (configuration not stated)
    -5.5, -2.0, -3.4, -0.8, 0.2, 3.5, -3.0, -8.6, -2.0, -3.5
> O=c1cc(NCc2ccccc2)c2ccccc2o1
    4.4, -2.3, -3.3, -1.0, -0.4, 2.6, -0.8, 5.1, -1.5, -14.1
> CCCc1nn2c(N)c(/C=C3\C=Nc4ccccc43)c(=O)nc2s1
    -2.9&0.1, -2.9&3.2, 4.2&-0.1, 50.8*!, -9.0&-6.1, -11.3&7.8, 0.1&-0.5, -5.2&7.1, -3.5&-1.8, -1.6&14.3

# Source: PubChem BioAssay
